CHRM4 PAM: potentiates acetylcholine response at human M4 receptor; CHO-K1 hM4/Gqi5, Fluo-8 calcium fluorescence, ACh EC20; 0% = ACh EC20, 100% = maximal ACh; activation, % at 3 µM; actives 0.4% (n = 360,000); AID 624126;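 active means activation above its plate's cutoff, the mean activation of sample wells plus 3 SD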; further: some results filed as inactive read as strong as hits
Target sequence (P08173 whole entry, looked up): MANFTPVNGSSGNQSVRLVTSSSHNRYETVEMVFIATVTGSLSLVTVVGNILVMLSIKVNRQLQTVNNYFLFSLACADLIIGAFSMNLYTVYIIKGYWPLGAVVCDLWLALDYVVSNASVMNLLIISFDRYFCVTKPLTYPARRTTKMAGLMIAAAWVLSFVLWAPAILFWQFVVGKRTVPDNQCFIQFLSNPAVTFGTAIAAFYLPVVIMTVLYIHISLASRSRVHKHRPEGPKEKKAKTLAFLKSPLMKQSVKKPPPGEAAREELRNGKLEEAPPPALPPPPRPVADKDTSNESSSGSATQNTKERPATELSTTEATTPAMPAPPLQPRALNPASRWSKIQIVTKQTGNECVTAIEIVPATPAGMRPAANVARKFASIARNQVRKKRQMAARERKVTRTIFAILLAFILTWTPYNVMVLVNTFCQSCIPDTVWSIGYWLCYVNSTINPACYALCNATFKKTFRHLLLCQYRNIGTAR
CRFR2-BP ag: CRF-BP/CRF-R2 complex agonism; actives 0.46% (n = 350,000); HEK293 CRF-R2/CRF-BP, calcium dye fluorescence (FLIPR); percent of saturating CRF peptide response; activation, % at 13.2 µM; AID 588473;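 active means activation of at least 50%, plus an integration ratio under a set limit after plate pattern correction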;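 further: plate controls were neutral control wells without compound for no effect and CRF at EC100 for full effect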
M5 PAM: positive allosteric modulators of human muscarinic M5 receptor. actives 0.3% (n = 360,000). P08912. activation, % at 3 µM. AID 624038. CHO-K1 hM5, Fluo-8 calcium, ACh EC20 PAM; 0% = ACh EC20, 100% = ACh EC100;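 active means activation above the run cutoff, the mean activation of all test compounds plus 3 SD, cut at about 18% in these data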
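Measured by: Fluo-8 calcium fluorescence; material: human M5 receptor in CHO-K1 cells; schedule: Post-acetylcholine fluorescence recording 140 s; benchmarks: low control EC20 acetylcholine (0%), high control EC100 acetylcholine (100%); read-out: Max/basal fluorescence ratio as % of EC20–EC100 ACh window; compound: single dose, 3 µM nominal final test concentration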
M4 ag: agonists of human muscarinic M4 receptor (CHRM4); CHO-K1 hM4/Gqi5, Fluo-8 calcium fluorescence; vehicle 0%, full acetylcholine response 100%; AID 624127; actives 0.14% (n = 360,000); activation, % at 3 µM; P08173;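 active means activation above the run mean over all test wells plus 3 SD, cut at about 32% in these data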;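 further: peak over basal fluorescence ratio per well then scaled between controls; 0% = DMSO wells and 100% = acetylcholine at EC100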
CHRM4 antagonist: antagonists of human muscarinic M4 receptor (CHRM4). actives 0.73% (n = 360,000). inhibition, % at 3 µM. CHO-hM4 cells, ACh EC80, Fluo-8 calcium fluorescence. P08173. AID 624125;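 active means inhibition above its plate's cutoff, the mean inhibition of sample wells plus 3 SD, cut at about 27% in these data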;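 further: 0% = acetylcholine EC80 with DMSO and 100% = DMSO without agonist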
CHRM1 antagonist: antagonists of human M1 muscarinic receptor; inhibition, % at 3 µM; P11229; CHO-K1 hM1, Fluo-8 calcium fluorescence, ACh EC80 antagonist; actives 1.3% (n = 360,000);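 active means percent inhibition above its own plate's cutoff, namely the mean of that plate's compound wells plus 3 SD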;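 further: peak over basal fluorescence ratio during 140 s after agonist addition; 0% = ACh EC80 plus DMSO and 100% = DMSO alone without agonist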
Target sequence (P11229 whole entry, looked up): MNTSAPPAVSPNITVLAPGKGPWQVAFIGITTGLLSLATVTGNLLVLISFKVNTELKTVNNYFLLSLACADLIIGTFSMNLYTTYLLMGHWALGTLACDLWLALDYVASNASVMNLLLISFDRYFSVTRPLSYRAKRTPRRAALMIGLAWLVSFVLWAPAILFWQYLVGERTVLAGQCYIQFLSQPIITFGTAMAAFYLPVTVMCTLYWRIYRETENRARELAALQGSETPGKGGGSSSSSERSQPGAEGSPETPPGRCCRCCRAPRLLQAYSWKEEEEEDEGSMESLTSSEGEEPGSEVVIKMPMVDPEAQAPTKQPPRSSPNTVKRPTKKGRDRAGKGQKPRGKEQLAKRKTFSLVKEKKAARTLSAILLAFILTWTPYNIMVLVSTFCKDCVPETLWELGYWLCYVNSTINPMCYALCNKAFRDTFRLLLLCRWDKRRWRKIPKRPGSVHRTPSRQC
CHRM5 agonist: agonists of human muscarinic M5 receptor (CHRM5); actives 0.19% (n = 360,000); CHO-K1 hM5 cells, Fluo-8 calcium fluorescence; 0% DMSO wells, 100% maximal acetylcholine response; P08912; AID 624037; activation, % at 3 µM;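 active means activation above the run's mean over test compounds plus 3 SD, cut at about 23% in these data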;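 further: signal is peak over basal fluorescence ratio across the kinetic read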
M5 antag: CHRM5 antagonism in calcium assay; AID 624040; actives 0.59% (n = 360,000); CHO-hM5 cells, Fluo-8 calcium fluorescence, ACh EC80; inhibition, % at 3 µM;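 active means inhibition above a per-plate cutoff, the mean of that plate's test compounds plus 3 SD, cut at about 27% in these data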;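 further: 0% = acetylcholine EC80 with DMSO and 100% = DMSO without agonist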
CHRM1 PAM: positive allosteric modulators of human M1 muscarinic receptor | P11229 | CHO-K1 hM1, Fluo-8 calcium fluorescence, ACh EC20; 0% = ACh EC20, 100% = maximal ACh | activation, % at 3 µM | actives 0.088% (n = 360,000); in the data active means activation above about 19%, passing the limit was not always enough
Active calls of the source: *; / = not tested or not shown. Outcome played no part in choosing rows. Share with any hit: about 2.8%.

CHRM4 PAM | CRFR2-BP ag | M5 PAM | M4 ag | CHRM4 antagonist | CHRM1 antagonist | CHRM5 agonist | M5 antag | CHRM1 PAM | Compound
-0.2 | 0.1 | 6.4 | -0.3 | -5.0 | -10.5 | -0.1 | 2.1 | 3.1 | COc1ccc(S(=O)(=O)N2CCc3ccccc32)cc1C(=O)OCC(=O)c1c(N)n(C)c(=O)n(C)c1=O
-4.7 | -3.1 | 3.6 | 0.3 | -0.1 | -3.0 | 0.3 | 2.9 | -0.1 | CCOc1ccc(NC(=O)CN(c2ccc(OCC)cc2)S(=O)(=O)c2c(C)[nH]c(=O)[nH]c2=O)cc1
-10.3 | -1.2 | -2.8 | 1.5 | 1.5 | -3.3 | -5.3 | 13.5 | 8.1 | Fc1ccc(Cn2cc(C(=S)N3CCOCC3)c3ccccc32)cc1
12.2 | 0.4 | 10.0 | 1.3 | -6.2 | -14.4 | 1.8 | 4.8 | 12.3 | O=C(CSc1ncn[nH]1)NNC(=O)c1ccccc1
0.8 | -0.6 | 0.7 | 4.3 | -11.0 | -7.3 | -3.6 | -2.5 | 3.4 | Cc1ccc2c(c1)nnn2C1CCN(CC(=O)Nc2ccc3c(c2)OCCO3)CC1
-5.6 | -1.7 | -12.8 | 2.1 | -3.9 | -2.5 | -0.9 | 3.9 | 1.8 | COC(=O)c1ccc(OC(=O)c2ccc(OC)c(OC)c2)c(OC)c1
-3.5 | 5.1 | -2.1 | 3.9 | -6.2 | -0.1 | -0.5 | -3.9 | 1.7 | Cc1ccc(Cl)cc1NC(=O)c1ccc(Cn2cc(Cl)cn2)cc1
4.9 | -1.8 | -3.0 | 2.3 | -7.3 | -7.7 | -1.6 | 12.8 | 7.9 | Cc1cc(NC(=O)CCC(=O)N(Cc2cccnc2)C(C(=O)NC(C)(C)C)c2ccccc2Cl)no1 (stereo not given)
0.8 | -1.4 | 2.5 | 0.9 | -0.7 | -6.8 | -2.0 | -0.1 | 13.8 | O=C(O)Cn1cc(/C=C2\SC(=O)N(c3ccccc3)C2=O)c2ccccc21
-15.3 | -0.8 | 9.6 | 1.1 | 4.3 | -3.6 | -0.9 | -0.7 | 10.7 | CCOc1ncccc1C(=O)Nc1cccc(Cl)c1Cl
1.2 | -1.4 | -1.2 | 9.7 | 4.1 | -5.8 | 6.0 | -2.5 | 7.5 | COc1ccc2nc(NC(=O)c3cc(S(=O)(=O)N4CCOCC4)ccc3C)sc2c1
11.6 | 0.0 | 4.5 | 1.1 | -4.3 | 2.4 | -8.8 | 6.6 | 1.8 | COc1ccc(CNC(=O)CCCOc2cc(=O)n(C)c3ccccc23)cc1

Three consecutive records already listed:
CHRM4 PAM | CRFR2-BP ag | M5 PAM | M4 ag | CHRM4 antagonist | CHRM1 antagonist | CHRM5 agonist | M5 antag | CHRM1 PAM | Compound
-5.6 | -1.7 | -12.8 | 2.1 | -3.9 | -2.5 | -0.9 | 3.9 | 1.8 | COC(=O)c1ccc(OC(=O)c2ccc(OC)c(OC)c2)c(OC)c1
-3.5 | 5.1 | -2.1 | 3.9 | -6.2 | -0.1 | -0.5 | -3.9 | 1.7 | Cc1ccc(Cl)cc1NC(=O)c1ccc(Cn2cc(Cl)cn2)cc1
4.9 | -1.8 | -3.0 | 2.3 | -7.3 | -7.7 | -1.6 | 12.8 | 7.9 | Cc1cc(NC(=O)CCC(=O)N(Cc2cccnc2)C(C(=O)NC(C)(C)C)c2ccccc2Cl)no1 (stereo not given)

Other structures follow:
CHRM4 PAM | CRFR2-BP ag | M5 PAM | M4 ag | CHRM4 antagonist | CHRM1 antagonist | CHRM5 agonist | M5 antag | CHRM1 PAM | Compound
10.3 | 9.2 | -6.7 | 1.5 | -2.5 | -9.9 | -2.4 | 9.8 | 10.5 | CCCCn1c(N)c(NCC)c(=O)[nH]c1=O
-5.0 | -5.2 | -8.3 | 11.6 | -6.4 | 5.4 | -0.1 | 6.2 | -2.2 | CC(C)NC(=O)CC(c1ccccc1)c1cc(Br)ccc1O (stereo not given)
-2.4 | 4.5 | -4.8 | 1.7 | -4.6 | 0.2 | -0.8 | 5.4 | -5.8 | Clc1cccc(CSc2nnc(-c3sccc3-n3cccc3)o2)c1
2.2 | -0.6 | 1.8 | 1.0 | -1.4 | -6.3 | -4.1 | -2.0 | 8.1 | Cc1ccc(C(=O)Nc2cccnc2)cc1S(=O)(=O)N1CCOCC1
-1.4 | -0.1 | 6.2 | 4.5 | -9.5 | -3.3 | -1.1 | -2.9 | 1.8 | Cn1nc(C(=O)NC2CCCN(Cc3ccccc3F)C2)c2ccccc2c1=O (stereo not given)
2.1 | 1.3 | 6.5 | 0.0 | -8.1 | -11.2 | 0.2 | -13.0 | 6.5 | O[C@@H]1CN(CC2CCCCC2)[C@@H](c2ccccc2)C[C@H]1n1cc(C2CC2)nn1
12.4 | -0.3 | 6.4 | 3.6 | -3.7 | -0.7 | 3.5 | 3.3 | 5.1 | CC(=O)Nc1nc2cc(C(N)=O)ccc2s1
11.9 | -0.1 | 21.1* | 0.0 | 1.9 | -9.7 | -0.3 | -12.1 | 13.4 | Cc1cc(N2C(=O)C(=O)/C(=C(/O)c3ccc(F)cc3)C2c2ccc(F)cc2)no1 (stereo not given)
10.1 | -2.4 | -1.0 | -1.4 | 3.2 | 9.1 | 0.8 | 1.4 | 0.8 | CCOC(=O)CC1=C(C(=O)OCC)C(c2cccs2)C(C#N)=C(N)O1 (stereo not given)
2.9 | -1.6 | -1.8 | 1.2 | -0.8 | -4.3 | -1.4 | 5.9 | 4.7 | CCSC1=C(C#N)C(CC(C)C)C2=C(CCCC2=O)N1 (stereo not given)
-0.2 | 2.1 | -1.1 | 0.1 | 4.6 | -6.1 | 0.7 | 3.5 | 3.7 | C=C(C)CSc1nnc2[nH]c(=O)cc(N)n12
2.8 | -0.7 | -3.2 | 1.4 | -7.7 | -2.0 | 2.0 | 4.1 | -0.6 | C=C(C)[C@H]1CC=C(C)C(=O)C1
6.7 | -7.0 | 6.8 | 0.9 | -7.2 | -9.3 | -6.0 | -11.7 | 10.2 | COc1ccccc1C(=O)Nc1c(C)cc(Br)cc1C
7.3 | -0.1 | 5.7 | 0.0 | -1.2 | -12.9 | 3.6 | 0.3 | 10.1 | O=C(O)C1CC(=O)N(Cc2cccs2)C1 (stereo not given)
-3.8 | -0.7 | 2.3 | 1.7 | 5.5 | -1.0 | 1.0 | 4.4 | 1.6 | COc1ccc(CNC2CCCCC2)cc1
-0.5 | -3.0 | -0.6 | 0.8 | 0.3 | -4.6 | -1.6 | -2.2 | 8.8 | COc1cccc(C2C3=C(CCCC3=O)Nc3[nH]n(-c4ccccc4)c(=O)c32)c1 (stereo not given)
9.3 | -3.4 | 0.4 | 0.9 | -1.1 | -8.8 | -1.0 | -0.8 | 9.5 | CC(=O)OCC1OC(n2ccc(=O)[nH]c2=O)C(O)C1O (stereo not given)
-2.4 | 0.6 | -5.5 | -0.3 | -0.1 | -5.1 | -0.3 | 4.2 | 12.7 | Cc1ccc(Nc2nnc(SCC(=O)NCc3ccco3)s2)cc1
-4.2 | 0.0 | 7.9 | 2.6 | -3.1 | -16.4 | 0.3 | -3.1 | 16.1 | COc1ccc2c(c1)c(CC(=O)OCC(=O)N(C)C)c(C)n2C(=O)c1ccc(Cl)cc1
-3.1 | 10.3 | -0.5 | 0.7 | -7.6 | -4.6 | -1.8 | -5.3 | 2.3 | Cc1cc(C)nc(NC2=NCC(=O)N2c2ccc(Cl)cc2)n1
-2.9 | / | -10.6 | -0.5 | 0.8 | 25.1 | -1.2 | 10.4 | -4.3 | C[C@H]1CN([C@@H](C)CO)C(=O)CCCn2nncc2CO[C@H]1CN(C)C(=O)Nc1cccc2ccccc12
2.6 | -0.1 | -5.5 | -0.6 | -11.3 | -7.4 | -1.9 | -0.6 | 6.6 | c1ccc(-c2ccc(C3=Nn4c(nnc4-c4cccs4)SC3)cc2)cc1
24.3 | 5.3 | 1.9 | 1.0 | 10.1 | -6.3 | -2.7 | -7.9 | 6.8 | Cc1cccnc1NC(=O)Nc1ccccc1
-4.0 | -0.6 | 2.7 | 2.5 | 3.0 | 8.6 | -2.4 | 4.6 | 1.3 | Cn1c(Cc2ccccc2)nnc1SCc1cc(=O)n2ccsc2n1

A few values from the entries so far:
O=C(CSc1ncn[nH]1)NNC(=O)c1ccccc1 | CHRM4 antagonist: -6.2
COc1ccccc1C(=O)Nc1c(C)cc(Br)cc1C | M5 antag: -11.7

More compounds follow.
CHRM4 PAM | CRFR2-BP ag | M5 PAM | M4 ag | CHRM4 antagonist | CHRM1 antagonist | CHRM5 agonist | M5 antag | CHRM1 PAM | Compound
0.7 | -2.4 | -0.6 | -0.9 | 5.8 | -10.2 | 1.1 | -1.3 | 6.8 | CCCCCn1c(CN2CCN(c3cc(Cl)ccc3C)CC2)nc2c1c(=O)[nH]c(=O)n2C
14.8 | 0.7 | 7.8 | 1.2 | -15.9 | -17.8 | -1.7 | -2.3 | 8.4 | Cc1cc(C)n(/C(=C\N(C)C)C(=O)c2ccc(Cl)cc2)n1
-12.7 | 1.0 | -16.8 | 14.7 | 8.4 | 17.5 | 1.5 | 19.9 | -10.4 | CCCOc1ccc(N2C(=O)CC(NCc3ccc(S(N)(=O)=O)cc3)C2=O)cc1 (stereo not given)
5.0 | / | 3.2 | 0.0 | -3.7 | -16.9 | 0.3 | -2.2 | 11.5 | CCCS(=O)(=O)NC(=O)C1(C)CCN(C(=O)c2ccnc(Cl)c2)C1 (stereo not given)
5.2 | -0.4 | -3.1 | -3.3 | 4.0 | 2.6 | -1.8 | 3.7 | 0.8 | Cc1cc(C)c(N=C2CCCN2Cc2ccccc2)c(C#N)c1
3.0 | -0.3 | 0.7 | 0.4 | 0.1 | -19.1 | 2.2 | 0.9 | 6.8 | CN(CC(=O)Nc1ccc(F)cc1)C(=O)COC(=O)C1=COCCO1
6.7 | 0.6 | -3.0 | 5.7 | -4.0 | -9.5 | -2.8 | -10.4 | 4.5 | COc1ccccc1C(=O)C1CCCN(C(=O)c2ccccc2Cl)C1 (stereo not given)
-0.3 | -0.4 | 10.5 | 0.9 | 5.9 | -6.6 | 0.0 | 7.6 | 3.5 | COc1ccc(S(=O)(=O)N2CCOCC2)cc1NC(=O)CSc1nnc(NC2CC2)s1
4.7 | 9.0 | 0.1 | 2.7 | 7.2 | -5.9 | 3.0 | -2.5 | 2.5 | C#CCOCCOCCOCCNc1nc(N2CCN(C(=O)CCCCCCCCCCNC(=O)[C@H](CCCCN)n3cc(CCO)nn3)CC2)nc(N2CCN(C(=O)CCCCCCCCCCNC(=O)[C@H](CCCCN)n3cc(CCO)nn3)CC2)n1
-7.0 | 1.2 | 2.5 | 0.6 | -5.5 | -8.0 | 1.5 | 6.1 | 15.5 | COc1ccc(CC(=O)NNC(=S)NC(=O)c2cccnc2)cc1
9.6 | -1.8 | 5.3 | 0.9 | 9.5 | 1.0 | 2.0 | 8.7 | 9.4 | O=C(COc1ccccc1Br)N1CCN(C(=O)c2cccs2)CC1
4.7 | -1.9 | -3.0 | 9.9 | -4.5 | 0.1 | -1.7 | 10.0 | -1.5 | Cc1ccc(NC(=O)C2Cc3ccccc3CN2C(=O)c2ccco2)cc1S(=O)(=O)N(C)C (stereo not given)
3.1 | -3.4 | -1.6 | 1.2 | -12.3 | -3.0 | -1.6 | 2.4 | 2.2 | CC(=O)N(Cc1c(C#N)c2ccccc2n1C)c1ccccc1

Screening data: PubChem, several laboratories
